# RXFP1 agonist = qHTS Assay for Agonists of the Relaxin Receptor RXFP1 | HEK293T-RXFP1 cAMP TR-FRET, 30 min; response scale: percent of porcine relaxin response, buffer zero | Potency, µM (titrated, usually from 57.5 µM), for inactives: at the top dose activation, actives largely listed as activators | 0.3% of 370,000 active | AID 2676, 2010; further: on the % scale 0 is the no-effect control and ±100 the full control effect; nearly all actives have a fitted effect of over 60% in size; many of its hits are not listed in these tables
#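 cAMP rise read by TR-FRET after 30 min, 37C compound exposure (up to 58 uM) in RXFP1-transfected HEK293 cells with Ro 20174 present. EC50 from Hill-equation fits, with 29 nM porcine relaxin as 100% and buffer as basal.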
# Vif-A3F inh = qHTS for Inhibitors of Vif-A3F Interactions: qHTS; HeLa A3F-eYFP + Vif (tagged APOBEC3F with the HIV-1 protein that degrades it), YFP fluorescence increase; Potency, µM (top dose mostly 46.1 µM), inactives show at the highest dose activity, negative = active; 0.2% of 390,000 active; further: % of control where 0% means no effect; nearly all actives have a fitted effect of over 65% in size
#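 HeLa cells stably expressing A3F-eYFP plus Vif, plated and incubated overnight at 37 deg C, then exposed to compounds overnight at 37 deg C. Blocked degradation read as raised yellow fluorescence (Ex 488/Em 500-530).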
# 12-LOX inh = Primary qHTS assay for inhibitors of human arachidonate 12S-lipoxygenase (ALOX12): Round 2; Polyunsaturated fatty acid lipoxygenase ALOX12 (Homo sapiens), P18054; purified 12hLO, xylenol orange hydroperoxide absorbance; Potency, µM (doses to about 108 µM), for inactives: top-dose activity change, negative = inhibition, actives largely listed as inhibitors; 1.1% of 580,000 active; further: on the % scale 0 is the no-effect control and ±100 the full control effect
#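 Purified human 12hLO at 150 nM in 25 mM Hepes, 0.01% Triton X-100, pH 7.0, preincubated 15 min at room temperature with compound. Reaction started with 40 uM arachidonic acid, 30 min at room temperature. Hydroperoxide measured by Fe-xylenol orange, 573/405 nm absorbance ratio.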
# TrxR1 substrate = qHTS Assay for Substrates of Mammalian Selenoprotein Thioredoxin Reductase 1 (TrxR1): qHTS; Thioredoxin reductase 1, cytoplasmic (Rattus norvegicus), O89049; purified TrxR1 substrate turnover, NADPH consumption readout; Potency, µM (series often up to 114 µM), inactives show at the top dose activity change, negative = substrate turnover; 0.01% of 390,000 active; AID 588456, 2011; further: on the % scale 0 is the no-effect control and ±100 the full control effect; nearly all actives have a fitted effect of over 50% in size
# Target sequence (O89049 whole entry, looked up): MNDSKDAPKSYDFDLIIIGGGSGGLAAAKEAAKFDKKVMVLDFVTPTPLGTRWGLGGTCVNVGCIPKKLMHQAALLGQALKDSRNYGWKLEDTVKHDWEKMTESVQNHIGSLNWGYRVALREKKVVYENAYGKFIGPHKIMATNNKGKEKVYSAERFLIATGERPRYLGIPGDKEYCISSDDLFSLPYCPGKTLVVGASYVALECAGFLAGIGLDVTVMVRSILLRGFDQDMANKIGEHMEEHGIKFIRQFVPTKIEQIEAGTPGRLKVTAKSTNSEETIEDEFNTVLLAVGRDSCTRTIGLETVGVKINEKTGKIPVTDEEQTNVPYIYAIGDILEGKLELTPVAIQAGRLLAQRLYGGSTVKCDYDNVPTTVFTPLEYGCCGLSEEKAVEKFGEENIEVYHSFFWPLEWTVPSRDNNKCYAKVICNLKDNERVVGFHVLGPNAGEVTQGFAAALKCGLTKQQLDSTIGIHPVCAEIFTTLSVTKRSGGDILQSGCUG
#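 Rat TrxR1, dispensed at 90 nM, was prereduced with 400 uM NADPH (final) for 5 min at ~22 deg C, then incubated with compound 15 min before 400 uM selenite. A first-read NADPH fluorescence drop versus no-compound background flagged substrates.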
# Vif-A3G inh = qHTS for Inhibitors of Vif-A3G Interactions: qHTS. Potency, µM (top dose mostly 46.1 µM), inactives show top-dose activity, negative = active, actives largely listed as inhibitors. HeLa A3G-eYFP + Vif (tagged APOBEC3G with the HIV-1 protein that degrades it), YFP fluorescence, overnight. DNA dC->dU-editing enzyme APOBEC-3G (Homo sapiens), Q9HC16. 0.076% of 410,000 active;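 further: on the % scale 0 is the no-effect control and ±100 the full control effect; nearly all actives have a fitted effect of over 60% in size; hits raise eYFP signal because A3G escapes Vif-driven loss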
# Target sequence (Q9HC16 whole entry, looked up): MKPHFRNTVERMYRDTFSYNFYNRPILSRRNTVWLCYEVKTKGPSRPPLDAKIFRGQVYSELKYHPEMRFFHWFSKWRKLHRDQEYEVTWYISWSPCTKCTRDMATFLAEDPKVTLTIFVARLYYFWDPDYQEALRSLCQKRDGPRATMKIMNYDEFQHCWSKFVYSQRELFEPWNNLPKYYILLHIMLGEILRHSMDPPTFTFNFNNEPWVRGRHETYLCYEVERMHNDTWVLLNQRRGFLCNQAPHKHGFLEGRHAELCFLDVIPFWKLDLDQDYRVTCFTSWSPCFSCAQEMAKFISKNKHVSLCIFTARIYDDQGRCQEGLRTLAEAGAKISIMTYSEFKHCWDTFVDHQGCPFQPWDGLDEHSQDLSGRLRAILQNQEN
#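 HeLa cells stably expressing Vif and C-terminally eYFP-tagged A3G, seeded overnight at 37 deg C, then exposed to compound by pintool overnight at 37 deg C. Rise in yellow fluorescence (Ex 488/Em 500-530, Acumen) marks blocked Vif-driven A3G degradation.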
# IDH1 R132H inh = qHTS for Inhibitors of mutant isocitrate dehydrogenase 1 (IDH1): qHTS | Isocitrate dehydrogenase [NADP] cytoplasmic (Homo sapiens), O75874 | IDH1-R132H enzyme, NADPH consumption, diaphorase/resazurin fluorescence | Potency, µM (series often up to 76.6 µM), for inactives: at the top dose activity change, negative = inhibition, hits mostly inhibitors | 0.093% of 390,000 active; further: on the % scale 0 is the no-effect control and ±100 the full control effect; nearly all actives have a fitted effect of over 65% in size
#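 IDH1-R132H (0.5 ug/mL) preincubated 30 min with compound, then NADPH (0.016 mM) and alpha-KG (2 mM) added; 80 min at RT, pH 7.5. Remaining NADPH coupled via diaphorase/resazurin to fluorescence (540/590 nm); concentration-response curves normalized to no-enzyme control.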
# RGS4 inh = Inhibitors of Regulator of G Protein Signaling (RGS) 4: qHTS | Regulator of G-protein signaling 4 (Homo sapiens), P49798 | Transcreener GDP fluorescence polarization, RGS4-accelerated GTP hydrolysis | Potency, µM (titrated, usually from 114 µM), inactives show top-dose activity change, negative = inhibition, most hits filed as inhibitors | 0.039% of 390,000 active | AID 504845, 2011; further: on the % scale 0 is the no-effect control and ±100 the full control effect; nearly all actives have a fitted effect of over 75% in size; some results filed as inactive show a strong effect at the top dose
# Target sequence (P49798 whole entry, looked up): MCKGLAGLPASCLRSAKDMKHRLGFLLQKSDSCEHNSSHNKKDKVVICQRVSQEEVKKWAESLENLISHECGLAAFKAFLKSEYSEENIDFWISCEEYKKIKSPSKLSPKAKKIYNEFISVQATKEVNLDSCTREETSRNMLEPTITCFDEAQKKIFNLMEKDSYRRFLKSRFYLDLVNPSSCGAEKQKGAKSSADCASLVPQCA
#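 MLSMR compounds (23 nl, pin-transferred) preincubated 10 min at room temperature with a 500nM (2x) first reagent, then RGS4 at 900nM (2x) plus Transcreener GDP mix added; fluorescence polarization (620/688 nm) read before and after 90 min at 30 °C.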
# TrxR1 inh = qHTS Assay for Inhibitors of Mammalian Selenoprotein Thioredoxin Reductase 1 (TrxR1): qHTS. AID 588453, 2011. recombinant rTrxR1, NADPH fluorescence consumption, selenite substrate. Thioredoxin reductase 1, cytoplasmic (Rattus norvegicus), O89049. 1% of 390,000 active. Potency, µM (doses to about 114 µM), for the others: at the top dose activity change, negative = inhibition, usual class: inhibitors; further: on the % scale 0 is the no-effect control and ±100 the full control effect; nearly all actives have a fitted effect of over 65% in size
#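 Rat TrxR1 (90 nM in the dispensed reagent) was pre-reduced with 400 uM NADPH for 5 min at room temperature, then incubated with compound for 15 min. After 400 uM selenite was added, NADPH fluorescence (Ex 340/Em 450 nm) was followed for 8 min.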
# USP1 inh = Inhibitors of USP1/UAF1: Primary Screen. Potency, µM (highest dose often 57.1 µM), for the others: at the top dose activity change, negative = inhibition, most hits filed as inhibitors. AID 743255, 2014. recombinant USP1/UAF1, Ub-Rhodamine cleavage fluorescence. Ubiquitin carboxyl-terminal hydrolase 1 (Homo sapiens), O94782. 0.23% of 390,000 active; further: on the % scale 0 is the no-effect control and ±100 the full control effect; nearly all actives have a fitted effect of over 60% in size; inactives centre near -12
#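 1 nM enzyme complex + cpd, 15 min RT; start with Ub-Rho 150nM final; kinetic fluorescence ex 480/em 540, 6 reads q60 s. Buffer 50mM HEPES pH 7.8, 0.5mM EDTA, 0.1 mg/ml BSA, 1mM TCEP, 0.01% Tween-20.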
# * marks the source's active call; other numbers are inactive results; ? = inconclusive; . = no result given; & = joins results of further samples; [ ] = dose if it differs, or a comment. The call rests on the fitted dose curve; in most records, active means well fitted curve in the direction sought with a large enough effect; inconclusive means small, poorly fitted or top-dose-only effect, or another doubt; inactive means no such curve, though single readings can be large; an effect the other way counts as inactive or inconclusive. Potency means the concentration at half of the fitted maximal effect. Only part of the results is shown (hit frequency here may not be typical).
SMILES,RXFP1 agonist,Vif-A3F inh,12-LOX inh,TrxR1 substrate,Vif-A3G inh,IDH1 R132H inh,RGS4 inh,TrxR1 inh,USP1 inh
O=C(CCc1ccccc1)Nc1ccc(Cl)cn1,0.9%,.,0%,3%,?,1%,-27%,0%,-17%
COc1ccc([C@H]2C[C@H](O)[C@@H](n3cc(-c4ccc(F)cc4)nn3)CN2CC2CCCCC2)cc1,.,3%,-63%,.,-5%,-12%,.,.,?
Cc1ccc(C)c2[nH]c(=O)c(CN(Cc3nnnn3C3CCCCC3)CC3CCCO3)cc12 (stereo not given),-1.4%,-1%,-23%,-1%,2%,5%,-24%,?,-19%
CC(C)(C)n1nc2c(c1NC(=O)Cc1ccc(F)cc1)CS(=O)(=O)C2,-1.4%,2%,0%,-4%,3%,10%,6%,7%,-15%
CC1CC(C)CN(C(=S)SCc2nc(N)nc(Nc3ccccc3)n2)C1 (stereo not given),0.7%,?,?,-7%,4%,3%,-3%,22%[57.1 µM],1%
Cc1ccc(C2CCN(C(=O)Nc3ccc(F)cc3)C2)cc1 (stereo not given),-0.1%,9%,0%,5%,-2%,-2%,-2%,27%,-10%
O=C(NCCc1ccccc1)c1ccc2nc(-c3ccco3)c(-c3ccco3)nc2c1,1.6%,-2%,.,-1%,-9%,-3%,?,3.2µM*,-16%
CC1CCCC(C)N1C(=O)CSc1nnc(NC(=O)Cc2cccs2)s1 (stereo not given),2.3%,-3%,2%,-5%,1%,3%,5%[56.9 µM],8%,-2%
O=C(Nc1ccccc1C(F)(F)F)c1cc(-c2ccccc2O)on1,1.1%,-2%,3%,3%,-5%,3%,0%,27%,4%
CCOC(=O)c1cc(-c2csc(-c3ccc(C(C)(C)C)cc3)n2)on1,1.2%,-6%,6%,7%[57.1 µM],0%,6%,-22%,-11%[2.29 µM],-14%
C/C(=N\NC(=O)c1ccc2ccccc2c1)c1cccs1,-3.5%,1%,1%,-6%,0%,5%,-14%,8%,-16%
COc1ccc(/C=N/NC(=O)Cc2csc(Nc3cccc(C(F)(F)F)c3)n2)cc1C,2.5%,?,100%[activator],-12%,5%,2%,5%,-1%,-18%
CCOC(=O)N1CCC(N2C(=O)c3ccccc3C2Nc2ccccc2)CC1 (stereo not given),-0.2%,-1%,-24%,2%[57.1 µM],-5%,-7%,-11%,1%[57.1 µM],-11%
Cc1cc(C)n(CC(=O)N/N=C/c2ccc([N+](=O)[O-])s2)n1,-0.5%,?,-7%,-4%[57.1 µM],-11%,-10%,-4%,-31%[57.1 µM],-11%
CCOc1ccccc1NC(=O)C(=O)c1cc(C)n(-c2cccc(C)c2C)c1C,-1.6%,-14%,1%,-4%,0%,-3%,11%,1%,-25%
O=C(Nc1c2c(nn1-c1ccccc1)CS(=O)(=O)C2)c1ccc2c(c1)OCO2,2.0%,6%,-9%,3%,0%,4%,-19%,9%,-20%
COc1ccccc1C(=O)NC(CCSC)C(=O)NC1CC1 (stereo not given),.,-1%,0%,2%,3%,-2%,6%,25%,-7%
COc1ccc(CCNC(=O)C2CCC(CNS(=O)(=O)c3ccc(F)cc3)CC2)cc1OC (stereo not given),0.8%,9%,0%,0%[57.1 µM],4%,2%,-27%,13%[57.1 µM],-9%
CCCC(=O)N(c1ccc2oc3c(c2c1)CCCC3)S(=O)(=O)c1ccc(CC)cc1,6.6%,6%,-21%,7%,2%,-6%,36%,26%,-9%
Nc1c2c(nn1-c1ccc(F)cc1)CSC2,1.2%,13%,12%,-1%,0%,-3%,6%,16%,-3%
CC(C)(C)OC(=O)N(CCc1ccccc1)Cc1ccc(OCc2cccc(NC(=O)C3CCCC3)c2)cc1,.,6%,3%,4%,0%,-6%[38.3 µM],9%,46%[activator],-15%
CC1CCCN(C(=O)C2CCN(CC(C)c3ccccc3)CC2)C1 (stereo not given),-2.9%,-11%,-15%,0%,-5%,3%,6%,-2%,3%
CCCCN(CCCNC(=O)c1ccc(CS(=O)(=O)c2c(Cl)cccc2Cl)o1)Cc1ccccc1,-2.7%,-1%,11%,4%,3%,-7%,3%,11%,-28%
O=C(NCc1ccncc1)C(=O)N/N=C/c1ccc(OCc2ccccc2)cc1,0.7%,-4%,0%,4%[57.1 µM],0%,9%,?,34%[57.1 µM],-24%
Cc1ccc2c(c1)nnn2C1CCN(CC(=O)NCCc2nc3ccccc3[nH]2)CC1,2.0%,-7%,9%,7%,-3%,-3%,25%,-10%,-7%
SMILES,RXFP1 agonist,Vif-A3F inh,12-LOX inh,TrxR1 substrate,Vif-A3G inh,IDH1 R132H inh,RGS4 inh,TrxR1 inh,USP1 inh
Brc1ccc(-c2nc3ncccn3c2NC2CCCCC2)o1,3.3%,-5%,?,3%[57.1 µM],-3%,-3%,-19%[11.4 µM],2%[57.1 µM],-8%
COc1ccc(-c2noc(CN3CCCCC3c3nccn3C)n2)cc1 (stereo not given),7.3%,1%,13%,-1%,-2%,-2%,12%[11.4 µM],6%,-6%
COc1ccc(C(=O)Nc2ccc(Cl)c(S(=O)(=O)Nc3ccccc3OC)c2)cc1,1.0%,0%,-17%,2%,0%,1%,-2%,1%,-16%
CCOc1ccccc1NC(=O)C1CCCN(S(=O)(=O)c2ccc3c(c2)CCCN3C(C)=O)C1 (stereo not given),-0.5%,0%&2%,10%&-14%,3%[57.1 µM],-1%&3%,3%&-14%,2%,27%[57.1 µM],-25%&-9%
O=C(CSc1nccc(=O)[nH]1)c1ccco1,0.5%,4%,-4%,2%[57.1 µM],0%,-9%,7%,25%[57.1 µM],3%
O=C(COc1ccc(Cl)cc1)Nc1cccc(S(=O)(=O)NC2=NCCCCC2)c1,0.3%,9%,?,-7%,-4%,3%,17%,-7%,-19%
CCN(CC)Cc1c(C(=O)N/N=C/c2cccs2)nnn1-c1nonc1N,1.1%,-10%,-2%,-7%,-1%,-3%,9%,4%,2%

# Reformatted: entries from further up
Molecule | RXFP1 agonist | Vif-A3F inh | 12-LOX inh | TrxR1 substrate | Vif-A3G inh | IDH1 R132H inh | RGS4 inh | TrxR1 inh | USP1 inh
Cc1ccc(C)c2[nH]c(=O)c(CN(Cc3nnnn3C3CCCCC3)CC3CCCO3)cc12 (stereo not given) | -1.4% | -1% | -23% | -1% | 2% | 5% | -24% | ? | -19%
CC(C)(C)n1nc2c(c1NC(=O)Cc1ccc(F)cc1)CS(=O)(=O)C2 | -1.4% | 2% | 0% | -4% | 3% | 10% | 6% | 7% | -15%
CC1CC(C)CN(C(=S)SCc2nc(N)nc(Nc3ccccc3)n2)C1 (stereo not given) | 0.7% | ? | ? | -7% | 4% | 3% | -3% | 22%[57.1 µM] | 1%
Cc1ccc(C2CCN(C(=O)Nc3ccc(F)cc3)C2)cc1 (stereo not given) | -0.1% | 9% | 0% | 5% | -2% | -2% | -2% | 27% | -10%
O=C(NCCc1ccccc1)c1ccc2nc(-c3ccco3)c(-c3ccco3)nc2c1 | 1.6% | -2% | . | -1% | -9% | -3% | ? | 3.2µM* | -16%
CC1CCCC(C)N1C(=O)CSc1nnc(NC(=O)Cc2cccs2)s1 (stereo not given) | 2.3% | -3% | 2% | -5% | 1% | 3% | 5%[56.9 µM] | 8% | -2%
O=C(Nc1ccccc1C(F)(F)F)c1cc(-c2ccccc2O)on1 | 1.1% | -2% | 3% | 3% | -5% | 3% | 0% | 27% | 4%
CCOC(=O)c1cc(-c2csc(-c3ccc(C(C)(C)C)cc3)n2)on1 | 1.2% | -6% | 6% | 7%[57.1 µM] | 0% | 6% | -22% | -11%[2.29 µM] | -14%
C/C(=N\NC(=O)c1ccc2ccccc2c1)c1cccs1 | -3.5% | 1% | 1% | -6% | 0% | 5% | -14% | 8% | -16%
COc1ccc(/C=N/NC(=O)Cc2csc(Nc3cccc(C(F)(F)F)c3)n2)cc1C | 2.5% | ? | 100%[activator] | -12% | 5% | 2% | 5% | -1% | -18%

# Some entries already given, reduced to Vif-A3G inh.
SMILES	Vif-A3G inh
CCOc1ccccc1NC(=O)C1CCCN(S(=O)(=O)c2ccc3c(c2)CCCN3C(C)=O)C1 (stereo not given)	-1%&3%
Brc1ccc(-c2nc3ncccn3c2NC2CCCCC2)o1	-3%
